# ATXN2 expr inh: ATXN2 expression inhibition. HEK-293 ATXN2-luciferase reporter, luminescence, 24 h. Potency, µM (highest dose often 57 µM), inactives show at the top dose activity change, negative = inhibition, hits mostly inhibitors. 360,000 compounds, 0.72% hits. AID 1745845; also: potency is read from the fitted curve at half-maximal effect; % is scaled to controls: 0 for no effect and ±100 for the full control effect; nearly all actives have a fitted effect of over 55% in size
#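 ATXN2-luciferase reporter cells (luciferase flanked by upstream and downstream ATXN2 gene portions) were treated 24 h at 37 °C with compounds at up to 57 uM. SteadyGlo luminescence gave expression; GF-AFC fluorescence gave viability.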
# MCF10A rerep: DNA re-replication induction in MCF 10a cells; MCF 10A DNA re-replication, Hoechst nuclear intensity, 48 h; 350,000 compounds, 2.9% hits; Potency, µM (titrated, usually from 46.1 µM), without a hit: at the top dose activity, positive = re-replication, actives largely listed as activators; also: potency is read from the fitted curve at half-maximal effect; % of control where 0% means no effect; nearly all actives have a fitted effect of over 50% in size
# Nrf2 block: Nrf2 pathway inhibition; Potency, µM (titrated, usually from 46 µM), for the others: top-dose activity change, negative = inhibition, hits mostly inhibitors; 360,000 compounds, 2.1% hits; A549 ARE-Fluc reporter, luciferase luminescence, 18-24 h; also: potency is read from the fitted curve at half-maximal effect; % is scaled to controls: 0 for no effect and ±100 for the full control effect; nearly all actives have a fitted effect of over 60% in size
#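 In this cell-based qHTS, ARE-driven firefly luciferase in A549 cells reports Nrf2 activity; the luminescent signal after BugLite lysis is the measured value, with a prior CellTiter-Fluor read for cell health.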
# A549 viability: counter-screen for Nrf2 inhibitors: cytotoxicity in A549 cells; A549 ARE-Fluc cells, CellTiter-Fluor viability, 18-24 h; Potency, µM (series often up to 46 µM), inactives show at the top dose activity change, negative = cytotoxicity, hits mostly inhibitors; 390,000 compounds, 0.16% hits; AID 504648; also: potency is read from the fitted curve at half-maximal effect; % is scaled to controls: 0 for no effect and ±100 for the full control effect
#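 A549 ARE_Fluc cells in 5% FBS OPTI-MEM were exposed to compounds in concentration-response for 18-24 h at 37 deg C. Viability was read by CellTiter-Fluor fluorescence (Ex 405/Em 525) after 30 min, before the luciferase read.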
# S2 tox: cell viability loss in ATXN counter-screen. S2 cells (HEK-293 line with an ATXN2-luciferase reporter) viability, CellTiter-Fluor protease fluorescence, 24 h. Potency, µM (highest dose often 56.7 µM), usual class: cytotoxic. 400,000 compounds, 0.49% hits. AID 651635; also: potency is read from the fitted curve at half-maximal effect; nearly all actives have a fitted effect of over 40% in size
# IL1B secr inh: inflammasome signaling inhibition, IL-1 beta readout. THP-1 LPS/ATP IL-1B secretion, AlphaLISA, 16 h; active compounds read low. activity change, % at 57.5 µM. 360,000 compounds, 4.7% hits. AID 743279; in the data active = activity change below about -50%; inconclusive = mostly about -30% to -49%; also: % is scaled to controls: 0 for no effect and ±100 for the full control effect
#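 THP-1 cells pretreated 1 hr with compounds (up to 57.5 uM final), then stimulated with LPS (250 ng/mL final) plus ATP (1.25 mM final); secreted IL-1B measured by AlphaLISA after 16 hr, decreased signal indicating inhibition.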
# HepG2 viability: HepG2 cytotoxicity, counter-screen for TGF-b inhibitors | HepG2 CAGA-GFP viability, ATP luminescence, 18 h | Potency, µM (titrated, usually from 46.1 µM), for inactives: at the highest dose activity change, negative = cytotoxicity, actives largely listed as cytotoxic | 410,000 compounds, 0.76% hits | AID 588856; also: potency is read from the fitted curve at half-maximal effect; some results filed as inactive show a strong effect at the top dose
#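 CellTiter-Glo luminescence gave cytotoxicity after 18 hours at 37 degrees C. The cells were HepG2 CAGA-GFP in 1% FBS DMEM, stimulated with 500 pg/mL TGF-beta after compound addition. %Activity was normalised to no-cell wells (complete cell-killing) and DMSO (no toxicity), and curves were fitted and classified.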
# TGFb SMAD3 inh: inhibitors of TGF-b signaling; HepG2 CAGA-GFP TGF-b/SMAD3 reporter, GFP fluorescence, 18 h; TGF-beta stimulated, 500 pg/mL final; 410,000 compounds, 1.2% hits; Potency, µM (highest dose often 46.1 µM), inactives show top-dose activity, negative = inhibition, usual class: inhibitors; AID 588855; also: potency is read from the fitted curve at half-maximal effect; % is scaled to controls: 0 for no effect and ±100 for the full control effect; nearly all actives have a fitted effect of over 65% in size
#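 Read-out: total well GFP (ex488/em500-530) summed from mean per-cell fluorescence. Cells: HEPG2 CAGA-GFP, 1% FBS DMEM, 18 h at 37 degrees C with 500 pg/mL final TGF-beta. Unstimulated wells served as the full-inhibition control; stimulated DMSO wells = 0%.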
# Nrf2 activator: Nrf2 pathway activation | AREc32 ARE-luciferase reporter (MCF7-derived line), luminescence, 24 h | Potency, µM (doses to about 46.1 µM), for the others: at the highest dose activation, actives largely listed as activators | 410,000 compounds, 0.31% hits; also: potency is read from the fitted curve at half-maximal effect; % of control where 0% means no effect; nearly all actives have a fitted effect of over 65% in size
#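 Nrf2 activation is followed as ARE-luciferase induction in the AREc32 line after one day of compound treatment; luminescence is read with Steady-Glo.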
# Starred values were filed as active, the others as inactive; i = inactive; ? = inconclusive; nt = no result given; & = joins results of further samples; [ ] = remark or other dose. Unless noted, calls follow the shape of the dose curve; as a rule, active = well fitted curve in the direction sought with a large enough effect; inconclusive = small, poorly fitted or top-dose-only effect, or another doubt; inactive = no such curve, though single readings can be large; an effect the other way counts as inactive or inconclusive.
# Every second line gives: ATXN2 expr inh	MCF10A rerep	Nrf2 block	A549 viability	S2 tox	IL1B secr inh	HepG2 viability	TGFb SMAD3 inh	Nrf2 activator
- NCCCC[C@H]1CNC(=S)N1CCc1cccc(F)c1
  7%	1%	-11%	10%	i	24	-22%	14%	0.4%
- CCCOc1ccc(C2c3c(-c4c(C)cc(C)cc4O)n[nH]c3C(=O)N2CCO)cc1 (stereo not given)
  12%	nt	?	1%	i	nt	7%	23%	5.4%
- Nc1nnc(SCC(=O)NC2CCCCCCC2)s1
  -20%	5%	-2%	10%	?	-12	-18%	-14%	-0.2%
- COc1ccc(CNC(=O)C(=O)NCC2OCCN2S(=O)(=O)c2ccc(C)cc2)cc1 (stereo not given)
  -3%	-5%	13%	4%	i	0	6%	7%	0.2%
- CNc1nc(Oc2ccc3sc(C)nc3c2)c2sccc2n1
  -9%	nt	nt	nt	i	21	-26%	-7%	0.5%[9.22 µM]
- COc1cc(C(=O)Nc2nnc(C(C)(C)C)s2)c([N+](=O)[O-])cc1OC
  4%	19%	11%	-3%	i	-11	4%	-8%	-0.2%
- Cc1cc(C(=O)CN2c3cccc4cccc(c34)S2(=O)=O)c(C)n1C
  -4%	3.7µM*	?	-17%	i	62	4%	-22%	5.5%
- O=C(c1ccccc1Cl)N1CCN(S(=O)(=O)c2cccs2)CC1
  2%	0%	8%	1%	i	25	1%	-2%	-1.0%
- CC(/C=N/NC(=O)c1nnn(-c2nonc2N)c1C)=C\c1ccccc1
  8%	?	?	3%	i	-2	-26%	-16%	2.7%
- COc1ccc(N2CC(C(=O)Nc3cccc(S(=O)(=O)N4CCCC4)c3)CC2=O)c(OC)c1 (stereo not given)
  -2%	3%	-11%	-2%	i	1	35%	0%	-0.8%
- CCCc1cc(-c2n[nH]c(C)c2-c2ccc(C(=O)OCC)o2)c(O)cc1O
  ?	0%	nt	8%	?	6	-50%	14µM*	-0.4%
- CN1C(=O)c2cccc3c(Br)ccc(c23)C1=O
  -11%	-1%	-15%	0%	nt	?	5%	3%	2.7%
- Cc1ccc2[nH]c(=O)c(CN(CCN3CCOCC3)C(=O)Nc3ccccc3F)cc2c1
  -13%	-1%	-14%	-19%	i	-15	15%	6%	0.3%
- Oc1ccc(NC(=S)Nc2ccc(F)cc2)cc1
  nt	4%	0%	0%	i	-1	1%	3%	8.9%
- C=CCNc1nc(Nc2ccc([N+](=O)[O-])cc2)nc(OC)n1
  nt	-2%	10%	-13%	i	-19	-13%	-7%	9.5%
- O=C(Nc1ccnn1C1CCN(C2CCOCC2)CC1)c1cccc(F)c1
  -6%	0%	0%	3%	i	0	8%	9%	-0.6%
- CS(=O)(=O)N1CCC(C(=O)NCCC2=CCCCC2)CC1
  3%	-2%	-7%	?	i	11	5%	9%	0.4%
- CC(C)(C)NC(=O)CN(Cc1cccs1)C(=O)C1COc2ccccc2O1 (stereo not given)
  2%	-149%[0.0737 µM]	2%	-1%	i	-9	2%	12%	-0.8%
- CN(C)Cc1c(C#N)c2ccccc2n1C
  -15%	0%	-11%	6%	i	-7	-3%	2%	-0.7%
- Cn1c(=O)c2c(nc(CN3CCN(C(=O)c4ccco4)CC3)n2Cc2cccc(Cl)c2)n(C)c1=O
  3%	11%	?	-7%	i	-9	3%	-2%	-0.4%
- Cc1cc(NC(=S)Nc2cccnc2)ccc1Br
  17%	13%	-13%	-5%	i	-3	-25%	-17%	0.2%
- COc1ccc(OC)c(S(=O)(=O)Nc2ccc3c(c2)n(C)c(=O)n3C)c1
  19%&27%	8%	-26%&20%	?	i	-9	-3%&-24%	15%&-16%	-2.2%&13%
- c1ccc(N=Nc2cn[nH]c2-c2ccco2)cc1
  10%	8%	25%	-7%	i	?	-11%	7%	10µM*
- COc1ccc(Cl)cc1NC(=S)NCc1ccco1
  -10%	1%	0%	-6%	?	-3	-2%	-2%	4.2%
- O=C(N[C@@H](Cc1ccccc1)C(=O)OCC(=O)N1CCOCC1)c1cccs1
  2%	1%	2%	0%	i	-24	0%	2%	-0.2%
- CC(C)CN(C(=O)COC(=O)c1cc(=O)[nH]c2ccccc12)c1c(N)n(Cc2ccccc2)c(=O)[nH]c1=O
  -12%	-10%	2%	-2%	i	1	0%	2%	-0.2%
- COc1ccc(C(C2C(=O)CC(C)(C)CC2=O)C2C(=O)CC(C)(C)CC2=O)cc1CO
  -9%	-2%	-17%	4%	i	3	0%	1%	0.0%
- O=c1cc(CN2CCOCC2)c2ccccc2o1
  9%	nt	nt	nt	i	0	9%	4%	-0.1%
- CCOC(=O)C1=C(COC(=O)c2cccc(Br)c2)NC(=O)NC1C (stereo not given)
  -5%	-1%	10%	4%	i	6	-18%	4%	7.4%
- Cc1cccc(N2CCN(C(=O)COc3ccc4c(c3)CCC4)CC2C)c1 (stereo not given)
  7%	?	5%	0%	i	-14	-31%	-27%	-1.4%

# Carrying on.
mol | ATXN2 expr inh | MCF10A rerep | Nrf2 block | A549 viability | S2 tox | IL1B secr inh | HepG2 viability | TGFb SMAD3 inh | Nrf2 activator
COc1ccccc1C(=O)N/C(=C/c1ccc2c(c1)OCO2)C(=O)Nc1ccc(C(=O)O)cc1 | -10% | -3% | -4% | 2% | i | -18 | -1% | ? | 0.1%
CC(=O)Nc1c(OC(C)=O)ccc2c(C)cc(=O)oc12 | -7% | -3% | -6% | 0% | i | 4 | 6% | 4% | 0.1%
Cc1nc2scc(-c3cccs3)c2c(=O)n1CC(=O)O | 3% | -4% | 25% | -1% | i | 17 | -3% | ? | 0.3%
N#Cc1c(-c2ccccc2)oc(=O)c2ccccc12 | nt | 21% | 6% | 1% | i | -2 | -24% | 25% | -0.6%
Cc1ccc(C(=O)O)cc1NC(=S)NC(=O)c1ccc(COc2ccccc2)cc1 | 5% | ? | 0% | -11% | i | 17 | 9% | 0% | -0.5%
O=C(NCc1ccco1)c1ccccc1Nc1ccc(F)cc1 | -14% | ? | 7% | 2% | i | ? | -31% | -1% | 14%
O=C(c1ccc(CS(=O)Cc2cccc(Cl)c2)o1)N1CCN(c2ccc(F)cc2)CC1 (stereo not given) | nt | nt | nt | nt | i | -11 | -21% | -2% | -0.3%
Cc1ccc(S(=O)(=O)N(C)C)cc1NC(=S)Nc1ccc2cn[nH]c2c1 | nt | -10% | 5% | 3% | i | 0 | 6% | -10% | -0.4%

# Profiles as entered above. Order of values: ATXN2 expr inh | MCF10A rerep | Nrf2 block | A549 viability | S2 tox | IL1B secr inh | HepG2 viability | TGFb SMAD3 inh | Nrf2 activator
# `O=C(NCc1ccco1)c1ccccc1Nc1ccc(F)cc1` is listed with -14% | ? | 7% | 2% | i | ? | -31% | -1% | 14%
# `CC(=O)Nc1c(OC(C)=O)ccc2c(C)cc(=O)oc12` is listed with -7% | -3% | -6% | 0% | i | 4 | 6% | 4% | 0.1%
# `Cc1nc2scc(-c3cccs3)c2c(=O)n1CC(=O)O` is listed with 3% | -4% | 25% | -1% | i | 17 | -3% | ? | 0.3%

# Carrying on:
mol | ATXN2 expr inh | MCF10A rerep | Nrf2 block | A549 viability | S2 tox | IL1B secr inh | HepG2 viability | TGFb SMAD3 inh | Nrf2 activator
CN(C)c1ccc(/C=c2\sc3n(c2=O)CCCN=3)cc1 | ? | ? | ? | -18% | i | -15 | -21% | 38%[activator] | -0.8%
COc1ccc(OCC(=O)N2c3ccccc3CCc3ccccc32)cc1 | -2% | -3% | -5% | 0% | i | 1 | 2% | -54% | -0.2%[9.22 µM]
COc1ccc(CN2C(=O)C(CC(=O)NC3CCCCC3)CC(C(=O)N(C)C)=C2C)cc1 (stereo not given) | -2% | nt | nt | nt | i | 9 | 2% | 8% | -0.1%
Cc1c(C=O)c2ccccn2c1C(=O)c1ccncc1 | 10% | -23% | nt | ? | i | -4 | 4% | -9% | -0.2%
Cc1ccc(N2C(=O)C(CN3CCCCC3)C2c2ccccc2)cc1 (stereo not given) | -19% | ? | 4% | -2% | i | 1 | -10% | -5% | 0.4%
CC(=O)Nc1ccc(NS(=O)(=O)c2c(C(=O)N3CCC(C)CC3)c(C)n(C)c2C)cc1 | nt | nt | nt | -13% | nt | nt | -6% | 8% | -0.2%
CC(C)(C)CC(=O)NC(=S)NCCc1ccccc1 | 36%[activator] | ? | ? | 5% | i | 49 | -19% | -20% | 0.1%
CCOc1ccc(NC(=O)CSc2nnc(CCNC(=O)c3ccc(OC)cc3)n2C)cc1 | 14% | 2% | 14% | -2% | i | 5 | -41% | 1% | 0.1%
COc1ccc(CN2CCCCC2C)cc1OC (stereo not given) | 10% | 11% | ? | -5% | i | -11 | 0% | -1% | -0.1%

# Taken from above.
# For Nrf2 activator, CC(C)(C)CC(=O)NC(=S)NCCc1ccccc1 is listed with 0.1%
# For Nrf2 activator, CN(C)c1ccc(/C=c2\sc3n(c2=O)CCCN=3)cc1 is listed with -0.8%

# Compounds were not picked by outcome, and some 8.8% of all compounds hit somewhere here.
